# Bioassay records as filed in PubChem.
# RAD54 branch: RAD54 (human) branch migration inhibition; Q92698; RAD54 Holliday junction branch migration, FAM/BHQ fluorescence; inhibition, % at 10.4 µM; 0.14% of 360,000 active; AID 602329;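 active means mean normalized replicate activity at least 40 and at least half of replicates scoring 40 or more; inconclusive means only one of the two criteria met; inactive means mean below 40 and under half of replicates reaching 40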;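 further: 0% = median of neutral control wells and 100% = median of positive control wells; inhibitors cause a drop in the FAM fluorescence signal; in these data hits start at about 50%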
# Target sequence (Q92698 whole entry, looked up): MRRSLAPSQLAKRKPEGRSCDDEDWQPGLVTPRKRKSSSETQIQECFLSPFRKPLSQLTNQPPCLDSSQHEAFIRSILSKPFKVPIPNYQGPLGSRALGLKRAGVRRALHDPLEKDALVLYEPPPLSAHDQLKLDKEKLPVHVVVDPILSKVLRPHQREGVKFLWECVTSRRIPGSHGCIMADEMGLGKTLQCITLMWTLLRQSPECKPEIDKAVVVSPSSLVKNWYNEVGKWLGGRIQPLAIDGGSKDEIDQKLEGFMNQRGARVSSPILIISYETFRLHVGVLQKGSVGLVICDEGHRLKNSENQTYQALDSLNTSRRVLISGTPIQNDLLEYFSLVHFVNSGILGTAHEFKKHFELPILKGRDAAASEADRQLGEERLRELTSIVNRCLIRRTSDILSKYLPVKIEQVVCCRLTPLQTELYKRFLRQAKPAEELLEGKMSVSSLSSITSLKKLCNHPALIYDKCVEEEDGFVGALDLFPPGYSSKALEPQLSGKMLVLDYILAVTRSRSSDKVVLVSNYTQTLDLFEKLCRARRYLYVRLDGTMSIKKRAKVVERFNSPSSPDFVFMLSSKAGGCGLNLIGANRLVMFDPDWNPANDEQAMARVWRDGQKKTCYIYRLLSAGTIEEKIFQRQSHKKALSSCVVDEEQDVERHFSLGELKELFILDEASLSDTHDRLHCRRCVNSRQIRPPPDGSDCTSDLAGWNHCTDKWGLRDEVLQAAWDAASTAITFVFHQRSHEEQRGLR
# ARNT TACC3 PPI: ARNT/TACC3 interaction disruption; Q9Y6A5; AlphaScreen His-ARNT PAS-B/GST-TACC3 binding, luminescence; TACC3 fragment carries E629A point mutation; inhibition, % at 9.99 µM; 0.66% of 390,000 active;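 active means mean inhibition of replicates at least 50% and at least half of replicates each reaching 50%; inconclusive means half or more replicates reach 50% but mean below 50%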;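 further: 0% = complete ARNT plus TACC3 wells and 100% = ARNT alone without TACC3; many hits fall short of the cut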
# esBAF inh: blocks esBAF chromatin remodeling in mouse ES cells | reporter increase, % at 12.5 µM | 2% of 350,000 active | Bmi1-luciferase knock-in reporter, 24 h; 100% = twice the neutral-well signal; in the data active means activation above about 40%; inconclusive means no clear call, values can overlap the other calls;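 further: 0% = median of the plate's neutral control wells and 100% = double that signal; a rise in the Bmi1 reporter signal indicates esBAF inhibition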
# The depositor's hits bear a star; u = inconclusive. Only part of the results is shown; the hit share may differ from the screen's.
SMILES,RAD54 branch,ARNT TACC3 PPI,esBAF inh
CC(C)OC(=O)CN1C(=O)c2ccccc2C1=O,4,-4,-2
CCc1ccc(C(=O)NC(C(=O)O)C(C)C)cc1 (stereo unspecified),-2,-7,-5
CCOC(=O)CSc1nc2ccccc2c(=O)n1C,-10,-1,-11
O=C(NCCc1ccccc1)C(=O)NN=C1CCCC1,8,-5,-2
O=C(NCCO)c1cc2ccccc2c(=O)s1,1,-3,3
O=C(CCn1cnc2ccccc2c1=O)Nc1nc2c(s1)CCCC2,-10,-2,-3
CCCOc1ccc(N2C(=O)C3C(C(C)C)NC4(C(=O)c5ccccc5C4=O)C3C2=O)cc1 (stereo unspecified),-6,-7,-4
COc1ccc(OC)c(NC(=O)C2CC(=O)n3ncnc3N2)c1 (stereo unspecified),1,-1,-3
O=C1CN(C(=O)CSc2nncn2-c2ccccc2)c2ccccc2N1,-9,-3,3
COc1ccc(CNC(=O)C(c2ccco2)N(C(=O)c2csnn2)c2cccc(C)c2C)cc1 (stereo unspecified),-37,5,5

# Exported with each value named: entries from further up.
compound: O=C(NCCc1ccccc1)C(=O)NN=C1CCCC1
  RAD54 branch = 8	ARNT TACC3 PPI = -5	esBAF inh = -2
compound: CCCOc1ccc(N2C(=O)C3C(C(C)C)NC4(C(=O)c5ccccc5C4=O)C3C2=O)cc1 (stereo unspecified)
  RAD54 branch = -6	ARNT TACC3 PPI = -7	esBAF inh = -4
compound: CC(C)OC(=O)CN1C(=O)c2ccccc2C1=O
  RAD54 branch = 4	ARNT TACC3 PPI = -4	esBAF inh = -2
compound: O=C(CCn1cnc2ccccc2c1=O)Nc1nc2c(s1)CCCC2
  RAD54 branch = -10	ARNT TACC3 PPI = -2	esBAF inh = -3

# Later entries.
SMILES,RAD54 branch,ARNT TACC3 PPI,esBAF inh
CCC(C)NC(=O)C1(C)CCC(=O)N1CCc1ccc(OC)c(OC)c1 (stereo unspecified),3,-19,-2
Cc1cccc(C)c1OC(=O)CSc1nnc(-c2ccccc2O)o1,-2,15,2
CCCOc1ccc(-c2nc(C#N)c(N3CCN(C)CC3)o2)cc1,12,-5,-2
Cc1ccc(S(=O)(=O)NCCCCCC(=O)Nc2ccccn2)cc1,-6,14,-5
CCc1c(C)nc(N2CCN(Cc3ccccc3)CC2)[nH]c1=O,8,4,1
C/C(=N\NC(=O)CNc1ccccc1Cl)C(C)(C)C,-7,0,-4
CC(=O)C1C(c2ccc(C)cc2)c2c(n[nH]c2C)CC1(C)O (stereo unspecified),-4,-4,-3
CCN1C(=O)/C(=C2/C=Cc3ccccc3N2C)OC1=S,3,-48,27
O=C(O)CCN1C(=O)/C(=C/c2ccc(-c3nc4ccccc4s3)o2)SC1=S,-39,64*,9
CN(C)/C=C1\C(=O)Nc2ccccc21,8,-6,-8

# Reprinted from the entries so far, 2 compounds:
SMILES,RAD54 branch,ARNT TACC3 PPI,esBAF inh
O=C(CCn1cnc2ccccc2c1=O)Nc1nc2c(s1)CCCC2,-10,-2,-3
CCCOc1ccc(N2C(=O)C3C(C(C)C)NC4(C(=O)c5ccccc5C4=O)C3C2=O)cc1 (stereo unspecified),-6,-7,-4

# Continuation:
SMILES,RAD54 branch,ARNT TACC3 PPI,esBAF inh
COc1ccc(OCCOCC(O)CN2CCOCC2)cc1 (stereo unspecified),-5,-10,-3
CCOCc1nnc(NC(=O)COC)s1,-1,-14,-1
CCOC(=O)C(=O)Nc1ccc(S(=O)(=O)N2CCOCC2)cc1OC,-5,-4,-8
CCOC(=O)N1CCC(NC(=O)c2ccc(OC)c(CN3CC(=O)N4CCCC4C3=O)c2)CC1 (stereo unspecified),4,-3,-4
CCO/C(C)=C1\N=C(c2ccc(Cl)cc2)OC1=O,10,-5,6
CCCCCCSC1=C(C#N)C(c2ccc(C)o2)CC(=O)N1 (stereo unspecified),-8,-20,2
CC(=O)N1C(=O)N(C)C2C1N(C(C)=O)C(=O)N2C (stereo unspecified),2,-8,-11
CN(C)/C=C/C(=O)c1nnn(C2CCCCC2)c1NC1CCCCC1,-12,3,-1
Cc1cc(C)nc(SCCS(=O)(=O)Cc2ccccc2)n1,-6,1,8
O=C(NCc1cccs1)C1CCN(C(=O)NCc2ccccc2)CC1,-11,-8,5

# Whole records, quoted from the list. Order of screens: RAD54 branch	ARNT TACC3 PPI	esBAF inh
# CCCOc1ccc(-c2nc(C#N)c(N3CCN(C)CC3)o2)cc1 is entered as 12	-5	-2
# COc1ccc(OC)c(NC(=O)C2CC(=O)n3ncnc3N2)c1 (stereo unspecified) is entered as 1	-1	-3
# O=C(CCn1cnc2ccccc2c1=O)Nc1nc2c(s1)CCCC2 is entered as -10	-2	-3
# CC(C)OC(=O)CN1C(=O)c2ccccc2C1=O is entered as 4	-4	-2
# O=C(NCCc1ccccc1)C(=O)NN=C1CCCC1 is entered as 8	-5	-2

# Other entries follow:
SMILES,RAD54 branch,ARNT TACC3 PPI,esBAF inh
CCc1nnc(NC(=O)c2ccc(OC)cc2OC)s1,12,-2,-62
CC(C)(C)C(=O)Oc1cc(N)n(S(=O)(=O)c2ccc(F)cc2)n1,-4,-3,10
CCOC(=O)Cn1nc(C)n(-c2ccccc2)c1=O,1,-7,-11
O=C(COc1ccc(-c2nnco2)cc1)NC1CCCc2ccccc21 (stereo unspecified),2,4,-4
COc1ccc(CNC(=O)c2sc(=S)n(-c3ccc(OC)cc3)c2N)cc1,-6,-9,0
O=C(NC1CC2CCC(C1)N2C(=O)NC1CCCCC1)NC12CC3CC(CC(C3)C1)C2 (stereo unspecified),1,22,3
CC1CN(C(=O)c2c([N+](=O)[O-])cnn2C)CC(C)O1 (stereo unspecified),-8,-4,-10
CCOC(=O)CN(C(=O)CSc1nnc(-c2ccc(OC)c(OC)c2)o1)c1ccc(F)cc1,1,-4,3
CCC12CN3CC(CC)(CN(C1)C3c1ccccc1Cl)C2O (stereo unspecified),-7,2,-8
CC1=N/C(=C/c2ccc([N+](=O)[O-])cc2)C(=O)N1c1ccc(Cl)cc1Cl,7,-24,-5
Cc1cc(C)cc(N(CC(=O)N2CCOCC2)S(=O)(=O)c2ccccc2)c1,-3,21,5
CCN(CC)c1cc(C)c2cc(NC(=O)c3ccc(Br)o3)ccc2n1,-1,5,-10
CCN(CC)S(=O)(=O)c1ccc2c(c1)c(=O)c(C(=O)N1CCOCC1)cn2C,2,-3,-5
C/C(=N\NC(=O)c1csc(C)c1C)c1ccc(Cl)s1,-4,-7,u
COc1ccc(/C=N/OCc2nc3c4c(ncn3n2)Oc2ccc3ccccc3c2C4c2ccccc2)cc1 (stereo unspecified),9,-5,-1
Clc1ccc(-n2nnnc2CN2CCOCC2)cc1,0,-2,-8
CCc1cccc(NC(=O)NC2CCCCC2)c1,2,-13,-18
O=C(COC(=O)C1=COCCO1)NCCCc1ccccc1,1,-4,9
CNS(=O)(=O)c1cnccc1N1CCN(c2cccc(C)c2)CC1,3,-3,-7
CCCn1c2ccccc2c2nnc(SC(CC)C(=O)Nc3sc4c(c3C#N)CCCC4)nc21 (stereo unspecified),4,1,-4
COc1ccc(OC)c(-c2nnc3n2N=C(c2ccc(OC)c(OCC4CC4)c2)CS3)c1,-1,13,-18
Cc1ccc(CCN2CC(C(=O)NCCN3CCCCCC3)CC2=O)cc1 (stereo unspecified),-7,15,-1
O=C(C1CCCCC1)N1CCN(S(=O)(=O)c2ccc(Br)cc2)CC1,-8,-8,1
CCOC(=O)CCCNC(=O)CCNC(=O)c1ccc(OC)cc1,3,4,4
CCN1CC2CCCC3(C1)C(=O)NC1(CCCCC1)N=C23 (stereo unspecified),2,-1,1
COCCNC(=O)C(c1ccco1)N(C(=O)Cn1nnc2ccccc21)c1cc(C)ccc1C (stereo unspecified),-7,-20,0
CCOc1ccc(C2C(C#N)=C(N)SC(N)=C2C#N)c(OCC)c1,-46,-9,-3
COc1ccccc1C(=O)NC1CCCCCCC1,-2,-7,18
CCCCSc1nc(SCC(=O)NCc2ccco2)c2c3c(sc2n1)COC(C)(CC)C3 (stereo unspecified),3,-6,2
CCC(=O)Nc1cc(-c2nnc(OC)c3ccccc23)ccc1N1CCOCC1,-1,-2,4

# Structures above containing a COOH group:
SMILES,RAD54 branch,ARNT TACC3 PPI,esBAF inh
CCc1ccc(C(=O)NC(C(=O)O)C(C)C)cc1 (stereo unspecified),-2,-7,-5
O=C(O)CCN1C(=O)/C(=C/c2ccc(-c3nc4ccccc4s3)o2)SC1=S,-39,64*,9

# Later entries.
SMILES,RAD54 branch,ARNT TACC3 PPI,esBAF inh
Cc1ccc(S(=O)(=O)N2CCN(C(=O)CSc3nc4ccccc4c(=O)[nH]3)CC2)c(C)c1,6,-9,6
Cc1ccc(/C=N/NC(=O)CSc2nc3ccccc3n2C)s1,-2,-2,19
CN1C(=O)c2ccccc2C(C(=O)O)C1c1cn(C)c2ccccc12 (stereo unspecified),0,-5,-2
CCNc1nc(NC(C)C)nc(OCC)n1,-11,-15,-5
CC1(C)Cc2ccccc2C(c2cc3ccccc3oc2=O)=N1,0,7,-2
CC(NC(=O)C12CC3CC(C1)CC(n1cncn1)(C3)C2)C12CC3CC(CC(C3)C1)C2 (stereo unspecified),-8,-3,5
COc1cccc(O[C@@H]2O[C@@H]3COC(C)(C)O[C@H]3[C@H](O)[C@H]2NC(C)=O)c1,0,-3,-12
CCNC(=O)NC(=O)C(C)Oc1ccc(C(=O)OC)cc1 (stereo unspecified),-2,-3,-4
Cn1nnnc1SCC(=O)Nc1ccccc1[N+](=O)[O-],-23,17,-1
CC1=C(C(=O)OC2CCCC2)C(c2ccc(C)o2)C2=C(CC(c3cccs3)CC2=O)N1 (stereo unspecified),6,-2,-9
C/C=C/c1ccc(OCCCn2cncn2)c(OC)c1,-9,-2,-8
CCC(=O)N1CCc2cc(S(=O)(=O)NCCC(=O)N3CC=C(c4ccccc4)CC3)ccc21,-11,-2,-6
O=c1oc2ccccc2c(O)c1Sc1c(O)c2ccccc2oc1=O,-7,76*,-5
CCCCNCc1cccn1-c1ccccc1,1,-3,3
COc1ccc(CCNC(=O)CN(c2ccccc2OC)S(C)(=O)=O)cc1,4,8,0
Cc1cc(O)c(C2(C(F)(F)F)NCCNC2=O)cc1C (stereo unspecified),-16,-4,-8
COc1cc(C(=S)N2CCCC2)ccc1OC(=O)c1ccc(Cl)cc1[N+](=O)[O-],10,20,-8
Cc1ccccc1OCCn1cc(C(=S)N2CCCC2)c2ccccc21,4,2,-1
CCOc1ccc(CN(C)CC(=O)c2c(N)n(Cc3ccccc3)c(=O)n(CC)c2=O)cc1OC,-2,5,7
O=C(COC(=O)CCC(=O)c1cccs1)Nc1cc(S(=O)(=O)N2CCOCC2)ccc1Cl,3,-6,-6
O=C(Nc1ccc(N2CCN(C(=O)c3ccccc3)CC2)cc1)c1ccc(Br)o1,6,4,14
COc1ccccc1CNc1nc2ccccc2n1CCN1CCCCC1,7,-1,1
CCCNS(=O)(=O)c1ccc(C(=O)NCC2CCCO2)cc1 (stereo unspecified),-10,-5,-9
COc1ccc(-c2nc(-c3ccccc3)nc(N3CCN(C)CC3)c2C#N)cc1,15,-6,-2
CCCN(CCC)CCCOC(=O)c1ccc(Cl)cc1Cl,-5,-3,-2
CCOC(=O)c1ccccc1NC(=O)c1cc(S(=O)(=O)N2CCOCC2)ccc1F,1,1,-1
COC(=O)c1cc(NC(=O)CCc2c(C)nc3ncnn3c2C)cc(C(=O)OC)c1,-3,-37,-6
CC1Cc2ccccc2N1S(=O)(=O)c1cnc[nH]1 (stereo unspecified),-26,4,-3
CC(C)CC(NC(=O)C(CC(C)C)NC(=O)OC(C)(C)C)C(=O)O (stereo unspecified),-1,-19,1
C=CCN(C(=O)Cn1nnc2ccccc21)C(C(=O)NCCOC)c1ccc(OC)cc1OC (stereo unspecified),6,1,-3
COCCCN1CN(S(=O)(=O)c2ccc(Cl)cc2)c2nc3ccccc3nc21,-5,-4,7
CC1CC(C)CN(CCCNC(=O)c2ccc(CS(=O)(=O)Cc3ccccc3F)o2)C1 (stereo unspecified),-2,2,11
CCOC(=O)C1CCN(C(=O)COc2ccc(S(=O)(=O)NC(C)C)cc2Cl)CC1,-1,-5,-4
Cc1ccc2nc(C)cc(Nc3ccc4c(c3)OCCO4)c2c1,60*,1,-8
COc1ccc(CCN(Cc2nc3ccccc3c(=O)[nH]2)C(=O)c2ccco2)cc1,-4,-7,1
CCOC(=O)C(NCc1ccco1)(NC(=O)c1ccccc1)C(F)(F)F (stereo unspecified),-2,1,-9
CCOc1ccc(-c2cc(CCCC(=O)NCCCOC)no2)cc1,-6,3,-66
Cc1ccccc1NCN1C(=O)C2C3C=CC(C3)C2C1=O (stereo unspecified),-3,1,-5
CCOC(=O)C(CCCOc1ccc(C(C)CC)cc1)C(=O)OCC (stereo unspecified),1,-22,-25
O=C(CSc1nnnn1-c1cccc2c1CCCC2)N1CCCCC1,-2,6,12
Cc1cc(Oc2ccc(Cl)cc2)nc(-c2ccccc2O)n1,-8,0,-5
Cc1ccc2c(c1)C(=O)N1[C@H]3c4ccccc4OC[C@@H]3[C@H](c3ccccc3)[C@]1(C)C(=O)N2,14,2,-2
